Screening results deposited in PubChem BioAssay by several laboratories.
SR-BI uptake up – activators of SR-BI mediated HDL lipid uptake; CHO ldlA[mSR-BI] cells, DiI-HDL uptake fluorescence, 3 h; 100 = double the neutral-control signal; activation, % at 12.5 µM; 0.096% of 320,000 active; AID 504775;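 active means mean replicate activation of at least 60% and every replicate at or above 60%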;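 further: 0% = median plate neutral-control signal and 100% = twice that signal; values of inactives mirror those of a sister screen read the other way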
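Material: SR-BI-overexpressing, LDLR-lacking CHO cells; schedule: compound exposure 3 h, 37 °C; reagent: DiI-labelled HDL at 10 µg/mL final; technique: bottom-read fluorescence, 550/595 nm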
Rtt109 Vps75 – C. albicans Rtt109 histone acetyltransferase inhibition. Q5AAJ8. 0.16% of 330,000 active. inhibition, % at 34.9 µM. AID 540336. purified Rtt109/Vps75, ThioGlo CoA-SH fluorescence, 4 h;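 active means inhibition of at least 50% in every replicate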
Target sequence (Q5AAJ8 whole entry, looked up): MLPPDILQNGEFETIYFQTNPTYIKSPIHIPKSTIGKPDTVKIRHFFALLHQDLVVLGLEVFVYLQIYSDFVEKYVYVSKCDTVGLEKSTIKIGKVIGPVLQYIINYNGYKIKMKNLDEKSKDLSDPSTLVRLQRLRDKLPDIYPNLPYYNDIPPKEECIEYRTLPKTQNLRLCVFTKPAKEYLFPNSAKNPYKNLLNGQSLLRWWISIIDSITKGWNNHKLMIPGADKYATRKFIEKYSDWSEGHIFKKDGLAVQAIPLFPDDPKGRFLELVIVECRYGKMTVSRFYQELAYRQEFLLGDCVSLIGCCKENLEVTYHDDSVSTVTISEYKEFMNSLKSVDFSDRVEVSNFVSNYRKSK
SR-BI HDL uptake – inhibitors of mouse SR-BI mediated HDL lipid uptake | inhibition, % at 12.5 µM | 0.96% of 320,000 active | AID 488896 | ldlA[mSR-BI] CHO cells, DiI-HDL uptake fluorescence, 3 h;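 active means mean replicate inhibition of at least 70% and a set share of replicates each scoring 70 or more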;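 further: 0% = median of neutral control wells and 100% = median of positive control wells; values of inactives mirror those of a sister screen read the other way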
cardiac RTF act – increases calcium sensitivity of human cardiac regulated thin filaments. IANBD-labeled TnC RTF fluorescence at EC20 calcium; 0% EC20 calcium, 100% full calcium. P19429+P45379. activation, % at 7.2 µM. 0.24% of 340,000 active;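 active means activation above the mean over all tested compounds plus 3 SD, cut at about 30% in these data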;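 further: rise in fluorescence read as greater calcium sensitivity of cardiac thin filaments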
Wnt act – Wnt/beta-catenin pathway activation. 1.2% of 300,000 active. activation, % at 9.35 µM. Wnt/beta-catenin reporter cell assay, activator, plate reader; in the data active means activation above about 30%, passing the limit was not always enough;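 further: 0% = neutral control wells and 100% = positive control wells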
MITF TRPM1 HTS – increases MITF-driven TRPM1 promoter luciferase signal; 0.75% of 300,000 active; SK-MEL-5 TRPM1-promoter luciferase, 24 h; % of positive control, neutral wells = 0; AID 588334; activation, % at 12.5 µM;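 active means mean activation of at least 80% with every replicate also reaching 80%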;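 further: 0% = neutral control wells and 100% = parthenolide positive control wells; values of inactives mirror those of a sister screen read the other way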
dFosB activator – mouse delta FosB homodimer activation; 0.99% of 340,000 active; activation, % at 25 µM; AID 493131; purified delta FosB, TAMRA-CDK5 oligo fluorescence polarization; percent of positive-control signal above neutral wells;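 active means mean activation above about 17%, with every replicate also reaching it, limit read from the data, passing the limit was not always enough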;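 further: fluorescence polarization rise as delta FosB binds a TAMRA Cdk5 AP-1 oligo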
Target sequence (P13346 whole entry, looked up): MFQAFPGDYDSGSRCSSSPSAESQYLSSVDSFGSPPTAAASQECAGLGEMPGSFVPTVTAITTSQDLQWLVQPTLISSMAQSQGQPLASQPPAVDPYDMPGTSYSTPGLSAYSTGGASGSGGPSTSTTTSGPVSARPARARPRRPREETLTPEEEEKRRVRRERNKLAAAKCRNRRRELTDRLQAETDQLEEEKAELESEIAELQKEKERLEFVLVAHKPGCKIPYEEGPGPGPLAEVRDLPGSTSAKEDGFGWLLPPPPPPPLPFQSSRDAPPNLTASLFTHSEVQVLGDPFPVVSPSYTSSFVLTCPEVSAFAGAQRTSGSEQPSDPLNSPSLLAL
HTR5A ag ctr – activates human HTR5A in OPRM1-OPRD1 agonist counter-screen | 0.61% of 340,000 active | activation, % at 9.3 µM | AID 504692 | HTR5A agonist assay, luminescence, cell-based; in the data active means activation mostly above about 9.5%, no sharp cut-off; inactive means mostly below about 7.6%;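 further: 0% = cells with vehicle only and 100% = reference agonist; strong numbers were not always called active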
PvdQ acylase – P. aeruginosa PvdQ acylase inhibition | inhibition, % at 10 µM | purified PvdQ acylase, fluorescence plate reader | 0.063% of 340,000 active | AID 488965; in the data active means inhibition above about 30%, passing the limit was not always enough;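 further: 0% = vehicle neutral wells and 100% = reference inhibitor wells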
CDK5 inh – blocks human CDK5/p35 kinase activity. Q00535+Q15078. AID 488839. inhibition, % at 10 µM. Recombinant CDK5/p35, ADP-Glo luminescence, 60 min. 0.01% of 330,000 active;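 active means highest replicate inhibition of at least 50% and at least 75% of replicates reaching 50%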;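 further: plate controls were DMSO neutral control for no effect and GW8510 at 10 µM for full effect; many of its hits are not listed in these tables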
An asterisk follows results filed as active; nt = not tested or not shown.

Values run as follows: SR-BI uptake up, Rtt109 Vps75, SR-BI HDL uptake, cardiac RTF act, Wnt act, MITF TRPM1 HTS, dFosB activator, HTR5A ag ctr, PvdQ acylase, CDK5 inh
- COc1ccc(CC(=O)N2CCN(c3ccc(F)cc3)CC2)cc1
    -23.2, 0.5, 23.2, -4.0, -0.8, 0.4, -4.8, 2.4, -1.6, 2.1
- Cc1ccc(S(=O)(=O)n2nc(-c3ccco3)nc2N)cc1
    -12.6, -17.4, 12.6, -1.8, -2.5, 6.6, -10.9, 3.0, -5.1, 0.7
- CCc1cccc(C)c1NC(=S)NCC(c1cccnc1)N1CCOCC1 (configuration not stated)
    3.1, -6.6, -3.1, 1.2, nt, -1.0, -5.1, -0.2, -0.2, 0.1
- Cc1ccc(-c2nnc(SCC(=O)N/N=C/c3ccccc3C(=O)O)n2C2CCCCC2)cc1
    11.2, -4.4, -11.2, -4.2, 2.5, -8.3, -11.2, 1.2, 2.8, nt
- Cc1ccc(SCCCn2cnc3ccccc3c2=O)cc1
    11.0, 7.3, -11.0, -0.2, 0.6, 18.0, -12.4, 5.2, 8.3, 0.8
- CCOC(=O)C1=NN(c2ccc(C)cc2)CC1C(=O)OC (configuration not stated)
    -5.4, -1.1, 5.4, 1.1, -0.7, 4.7, 2.3, -0.2, -8.7, -0.2
- Clc1ccc(N2CCN(/N=C/c3cccnc3)CC2)cc1
    3.1, -2.6, -3.1, -5.0, 9.0, 5.3, 3.5, 0.0, 3.7, 0.4
- CCCCn1c(N)c(N(CC(C)C)C(=O)c2ccc(-c3ccc([N+](=O)[O-])cc3)o2)c(=O)[nH]c1=O
    -39.2, -3.5, 39.2, 3.2, -3.1, 4.1, -0.6, -4.5, 5.7, -4.9
- COc1cc(NC(=O)C(C)Oc2ccccc2)cc(OC)c1 (configuration not stated)
    6.5, 0.1, -6.5, 4.5, -2.5, 1.6, -0.1, -3.0, -3.9, -0.1
- COCCCNc1nc2ccccc2nc1NS(=O)(=O)c1cccc(Cl)c1
    5.5, -7.1, -5.5, 3.2, -2.7, 2.4, -12.1, -2.8, 3.6, 1.7
- Cc1nc2c(sc(=S)n2Cc2ccco2)c(=O)n1CC(=O)Nc1ccccc1
    7.3, 3.1, -7.3, 1.9, -1.2, -11.1, 34.1*, 2.8, -6.5, -1.9
- Cc1ccc2nc(NC3=NC(CC(=O)O)C(=O)N3)nc(C)c2c1 (configuration not stated)
    11.5, -7.2, -11.5, nt, -1.1, nt, nt, nt, -5.9, nt
- Cc1cc(=O)[nH]c2ccc(S(=O)(=O)Nc3ccc(O)cc3)cc12
    -10.1, 1.4, 10.1, -0.1, -0.7, nt, 0.6, 2.2, 1.7, 1.5
- COc1ccc(-c2cn3cc(C(F)(F)F)cc(Cl)c3n2)cc1
    -41.8, 6.7, 41.8, -2.6, 7.1, 44.0, -4.3, -6.5, -7.2, 0.0
- Nc1ncc(Br)cc1S(=O)(=O)NCCC(=O)N1CCN(c2ccccc2)CC1
    2.2, 1.6, -2.2, -4.3, -1.5, -8.4, -4.6, -0.6, -13.2, 1.1
- Cc1ccc(OCc2nnc(SCc3ccc(C#N)cc3)n2-c2ccc(C)cc2)cc1
    -1.7, -10.7, 1.7, -5.2, nt, 9.9, -4.4, 3.1, 9.9, -1.5
- CCCNC(=O)c1nn2cc(Br)cnc2c1Br
    30.2, -2.2, -30.2, 6.5, -0.6, 0.5, 2.8, 1.2, -15.2, 2.0
- O=C(C1CCN(S(=O)(=O)N2CCCC2)CC1)N1CCCCC1
    1.4, -7.3, -1.4, 1.1, -3.7, 4.6, -1.6, 4.7, -2.1, -2.7
- C/C(CC1(O)C(=O)N(C)c2ccccc21)=N\O (configuration not stated)
    -5.5, -25.9, 5.5, -1.3, nt, 0.1, -6.3, 2.5, -6.1, 1.6
- CCN(CCCNC(=O)c1ccc(N2CCCC2=O)cc1)c1cccc(C)c1
    -52.7, 1.6, 52.7, 7.8, -1.9, nt, -5.1, 7.9, -13.3, -1.0
- CCC1(c2ccccc2)NC(=O)N(CC(=O)Nc2cc(C(F)(F)F)ccc2N2CCCC2)C1=O (configuration not stated)
    -17.8, -2.2, 17.8, -14.7, -6.7, 0.8, 1.0, -8.3, -3.7, 0.9
- COc1ccc(N2C(=O)CC(c3ccccc3)C2=O)cc1 (configuration not stated)
    -0.2, -1.6, 0.2, 5.8, -0.7, 3.7, -2.1, 1.6, 18.6, -0.5
- COc1c(S(=O)(=O)NCCN2CCOCC2)ccc(Cl)c1Cl
    11.5, 5.6, -11.5, 3.5, nt, 9.4, -2.3, 10.0, 5.5, 5.0
- CC(=O)c1cn(CC(=O)Nc2c(C)cccc2C)c2ccccc12
    5.1, -29.9, -5.1, 4.1, nt, -13.2, -0.4, -2.5, -10.7, -0.4
- C/C=C/C(=O)OCC(=O)NC(=O)NC(C)C
    25.2, -11.7, -25.2, 0.5, -0.5, -0.2, 2.0, -1.3, -15.5, -1.7
- Nc1nonc1C(=O)N/N=C/c1cccc([N+](=O)[O-])c1
    30.7, -4.8, -30.7, 2.2, -2.0, 7.6, -0.9, -1.9, 2.1, -1.0
- CCOC(=O)CC(NC(=O)CCS(=O)(=O)c1ccc2c(c1)n(C)c(=O)c(=O)n2C)c1ccc(C)cc1 (configuration not stated)
    23.6, -20.3, -23.6, -2.9, 2.4, 2.7, -4.1, 0.8, -7.7, 1.1
- COC(=O)C1=C(C)OC(N)=C(C#N)C1c1cc(OC)c(OCC(N)=O)cc1Cl (configuration not stated)
    22.9, -10.4, -22.9, 2.1, nt, 3.6, -2.6, -2.2, -6.2, -0.4
- O=C(c1cccc(C(F)(F)F)c1)N1CCC(O)(CS(=O)(=O)Cc2ccccc2)CC1
    -18.4, 8.7, 18.4, -4.6, nt, nt, -1.9, 0.1, 1.0, 1.6
- O=C(Cc1ccc(-c2ccccc2)cc1)NCCN1CCOCC1
    -11.9, 10.7, 11.9, -1.1, -4.8, 16.3, 2.7, -0.8, -5.2, -3.6
- COCCCOc1ccnc(CS(=O)c2nc3ccccc3[nH]2)c1C (configuration not stated)
    -3.3, -9.6, 3.3, 4.0, 26.5, 24.3, -2.5, 0.7, -20.6, -3.9
- O=C(O)c1ccc(NCc2cccnc2)c([N+](=O)[O-])c1
    31.1, -7.2, -31.1, -2.0, -0.9, -6.1, -7.7, -4.9, -21.6, 0.4
- CCC(=O)c1ccc(N2CCN(C(=O)c3cccs3)CC2)c(F)c1
    -14.0, 14.6, 14.0, -4.7, 9.9, nt, 0.1, -4.3, 13.7, 0.4
- CCc1c(C)nc(SCC(=O)CC(=O)OC(C)C)c(C#N)c1C
    -32.1, 3.9, 32.1, -6.0, 2.2, nt, -4.7, 0.2, -0.8, 2.3
- COc1ccc2[nH]c(=O)c(CN(Cc3cccnc3)C(=S)NCC3CCCO3)cc2c1 (configuration not stated)
    -0.8, 1.7, 0.8, -1.0, -0.2, -2.0, -12.7, -0.3, -3.7, 0.6
- N#Cc1ccc(OCC(=O)N2CCc3ccccc32)cc1
    3.7, -6.1, -3.7, 1.3, -3.9, 72.3, -0.4, 1.2, 5.6, 0.8
- O=C1CCCCC1Nc1ccc2ccccc2c1 (configuration not stated)
    2.4, 6.4, -2.4, -2.0, 7.1, 14.0, -8.6, 1.8, 6.2, -0.2
- COCCNC(=O)CSc1nnc(-c2ccccc2F)n1Cc1ccccc1
    -8.7, 1.8, 8.7, -2.5, -1.0, -3.0, 1.5, -2.9, 5.2, 0.6
- O=C(O)c1ccc(CNCc2cccc(Oc3ccccc3)c2)cc1
    16.4, nt, -16.4, -3.0, -1.1, 3.9, -7.8, -2.9, 1.5, -0.4
- Cc1cc(=O)oc2c(C)c(OCC(=O)N3CCN(C(=O)C4COc5ccccc5O4)CC3)ccc12 (configuration not stated)
    -84.9, -3.8, 84.9*, 0.0, -3.8, 2.9, -8.7, -1.3, -7.6, -0.3
- CSc1ccccc1OCc1cc(C(=O)N2CCN(Cc3nccn3C)CC2)no1
    -41.7, 0.7, 41.7, -5.2, -1.2, -2.0, 2.1, 1.3, 5.7, -0.4
- O=C(CSc1nnc(-c2ccco2)o1)NC1CC2CCC1C2 (configuration not stated)
    7.7, 1.1, -7.7, -3.8, nt, 11.6, -4.1, -6.7, 0.3, -0.7

An excerpt from above, showing only Wnt act.
Molecule,Wnt act
COCCCOc1ccnc(CS(=O)c2nc3ccccc3[nH]2)c1C (configuration not stated),26.5
O=C(O)c1ccc(NCc2cccnc2)c([N+](=O)[O-])c1,-0.9
CCC(=O)c1ccc(N2CCN(C(=O)c3cccs3)CC2)c(F)c1,9.9
CCc1c(C)nc(SCC(=O)CC(=O)OC(C)C)c(C#N)c1C,2.2

Some values from the results shown.
COCCNC(=O)CSc1nnc(-c2ccccc2F)n1Cc1ccccc1 @ SR-BI HDL uptake: 8.7
COc1ccc2[nH]c(=O)c(CN(Cc3cccnc3)C(=S)NCC3CCCO3)cc2c1 (configuration not stated) @ Rtt109 Vps75: 1.7
O=C1CCCCC1Nc1ccc2ccccc2c1 (configuration not stated) @ CDK5 inh: -0.2
O=C(O)c1ccc(CNCc2cccc(Oc3ccccc3)c2)cc1 @ HTR5A ag ctr: -2.9

One compound at a time, as listed above. Order of screens: SR-BI uptake up	Rtt109 Vps75	SR-BI HDL uptake	cardiac RTF act	Wnt act	MITF TRPM1 HTS	dFosB activator	HTR5A ag ctr	PvdQ acylase	CDK5 inh
CSc1ccccc1OCc1cc(C(=O)N2CCN(Cc3nccn3C)CC2)no1 is entered as -41.7	0.7	41.7	-5.2	-1.2	-2.0	2.1	1.3	5.7	-0.4
COc1ccc2[nH]c(=O)c(CN(Cc3cccnc3)C(=S)NCC3CCCO3)cc2c1 (configuration not stated) is entered as -0.8	1.7	0.8	-1.0	-0.2	-2.0	-12.7	-0.3	-3.7	0.6
